# S2 tox = reduces viability in counter-screen for ATXN expression inhibitors; S2 cells (HEK-293 line with an ATXN2-luciferase reporter) viability, CellTiter-Fluor protease fluorescence, 24 h; Potency, µM (top dose mostly 56.7 µM), actives largely listed as cytotoxic; AID 651635; 400,000 tested, 0.49% active; further: potency means the concentration at half of the fitted maximal effect; nearly all actives have a fitted effect of over 40% in size
# KB-3-1 cytotox = kills parental KB-3-1 adenocarcinoma cells. KB-3-1 viability, CellTiter-Glo ATP luminescence, 72 h. Potency, µM (doses to about 46.1 µM), inactives show at the top dose activity change, negative = cytotoxic, most hits filed as cytotoxic. 400,000 tested, 1.4% active; further: potency means the concentration at half of the fitted maximal effect; on the % scale 0 is the no-effect control and ±100 the full control effect; nearly all actives have a fitted effect of over 60% in size
#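 Multi-concentration cytotoxicity screen in KB-3-1 cells grown in DMEM lacking phenol red with 10% FBS. After 72 h at 37 °C with compound, ATP-dependent luminescence was recorded.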
# SW480 rerep = DNA re-replication induction in SW480 cells | SW480 DNA re-replication, Hoechst DNA content imaging, 48 h | Potency, µM (highest dose often 46.1 µM), for inactives: at the highest dose re-replication activation, actives largely listed as activators | 340,000 tested, 1.8% active | AID 624297; further: potency means the concentration at half of the fitted maximal effect; % of control where 0% means no effect; nearly all actives have a fitted effect of over 55% in size
#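 DNA re-replication was detected as more nuclei of elevated Hoechst intensity after 48 hr exposure to compound (23 nL pinned per well of 250 cells).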
# HT1080 IDH1KD tx = HT-1080 IDH1 knockdown cell toxicity (counter line). 360,000 tested, 2% active. HT-1080 IDH1 knockdown viability, ATP luminescence, 48 h. Potency, µM (titrated, usually from 46.1 µM), for inactives: at the highest dose activity, negative = toxicity, usual class: cytotoxic;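 further: potency means the concentration at half of the fitted maximal effect; 0% = DMSO wells and -100% = cell-free medium wells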
#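 CellTiter-Glo luminescence after 48 h compound exposure at 37 degrees C of IDH1-knockdown HT-1080 cells in 5% FBS RPMI. %Activity scaled between DMSO wells and cell-free media wells, with curves fitted and assigned curve classes.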
# KB-V1 cytotox = kills drug-selected multidrug resistant KB-V1 cells; KB-V1 MDR cells viability, CellTiter-Glo, 72 h; Potency, µM (series often up to 46.1 µM), without a hit: top-dose activity change, negative = cytotoxicity, actives largely listed as cytotoxic; 400,000 tested, 3.4% active; further: potency means the concentration at half of the fitted maximal effect; on the % scale 0 is the no-effect control and ±100 the full control effect; nearly all actives have a fitted effect of over 60% in size
#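 Readout: CellTiter-Glo luminescence, 10 min after addition. Cells: KB-V1 MDR subline, 72 h at 37 degrees C with compound. Analysis: corrected, normalized data fitted to concentration-effect curves.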
# HT1080NT lethal = kills 2HG-producing HT-1080-NT fibrosarcoma cells | 360,000 tested, 1.6% active | Potency, µM (doses to about 46.1 µM), for the others: at the highest dose activity, negative = less viability, actives largely listed as cytotoxic | HT-1080-NT fibrosarcoma viability, CellTiter-Glo ATP luminescence, 48 h | AID 686970;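 further: NT is the 2HG producing partner of a matched IDH1 knockdown line; potency means the concentration at half of the fitted maximal effect; 0% = DMSO-treated cells and -100% = media-only wells without cells; nearly all actives have a fitted effect of over 55% in size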
#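 A 48-hour cytotoxicity screen used HT-1080-NT cells plated 2 hours before compound delivery. ATP-based CellTiter-Glo luminescence measured viability, normalized to DMSO and no-cell controls.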
# ATXN2 expr inh = ATXN2 expression inhibition. HEK-293 ATXN2-luciferase reporter, luminescence, 24 h. Potency, µM (series often up to 57 µM), without a hit: at the top dose activity change, negative = inhibition, most hits filed as inhibitors. 360,000 tested, 0.72% active. AID 1745845; further: potency means the concentration at half of the fitted maximal effect; on the % scale 0 is the no-effect control and ±100 the full control effect; nearly all actives have a fitted effect of over 55% in size
#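 qHTS (up to 57 uM final) was run with 24 h compound exposure of reporter cells at 37 °C. Each well was multiplexed: SteadyGlo luminescence measured ATXN2-luciferase expression after a fluorogenic Gly-Phe-AFC viability readout (25 uM final).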
# MCF10A rerep = DNA re-replication induction in MCF 10a cells. MCF 10A DNA re-replication, Hoechst nuclear intensity, 48 h. Potency, µM (highest dose often 46.1 µM), for inactives: at the top dose activity, positive = re-replication, hits mostly activators. 350,000 tested, 2.9% active. AID 624296; further: potency means the concentration at half of the fitted maximal effect; % of control where 0% means no effect; nearly all actives have a fitted effect of over 50% in size
# IL-1B inflam inh = inhibitors of inflammasome signaling (IL-1 beta secretion) | THP-1 LPS/ATP IL-1B secretion, AlphaLISA, 16 h; stronger effect = lower value | activity change, % at 57.5 µM | 360,000 tested, 4.7% active | AID 743279; in the data active means activity change below about -50%; inconclusive means mostly about -30% to -49%; further: on the % scale 0 is the no-effect control and ±100 the full control effect
#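 THP-1 cells pretreated 1 hr with compounds (up to 57.5 uM final), then stimulated with LPS (250 ng/mL final) plus ATP (1.25 mM final); secreted IL-1B measured by AlphaLISA after 16 hr, decreased signal indicating inhibition.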
# * = called active by the depositor; i = inactive; ? = inconclusive; nt = no result given; [ ] = another dose, or the depositor's remark. Unless noted, the call rests on the fitted dose curve; in most records, active means well fitted curve in the direction sought with a large enough effect; inconclusive means small, poorly fitted or top-dose-only effect, or another doubt; inactive means no such curve, though single readings can be large; an effect the other way counts as inactive or inconclusive.
item	SMILES	S2 tox	KB-3-1 cytotox	SW480 rerep	HT1080 IDH1KD tx	KB-V1 cytotox	HT1080NT lethal	ATXN2 expr inh	MCF10A rerep	IL-1B inflam inh
1	O=C(NC1CCCCC1)C(c1cccs1)N(CCCN1CCOCC1)C(=O)c1ccc(-c2ccccc2)[nH]1 (stereo not drawn)	i	26%	10%	?	-1%	?	1%	-7%	0
2	CCC1C(=O)NCCN1C(=O)c1cc(COc2cc(C)ccc2C)on1 (stereo not drawn)	?	10%	-18%	2%	-21%	6%	1%	0%	-12
3	O=C1C2CCCN2C(c2ccc(Cl)cc2)N1c1nccs1 (stereo not drawn)	i	1%	2%	3%	13%	4%	-10%	-3%	5
4	CC(O)(c1cccc(F)c1)c1nc(-c2csc3ccccc23)cs1 (stereo not drawn)	?	0%	nt	?	12%	?	0%	nt	34
5	O=C(Nc1ccccc1C(F)(F)F)c1cnccn1	i	0%	?	-2%	-2%	1%	-4%	0%	-16
6	CCSc1nnc(-c2ccc(S(=O)(=O)NCc3cccs3)cc2)o1	i	4%	-8%	?	21µM*	-2%	-2%	?	0
7	CCn1c(SCC(=O)NC2CC2)nnc1-c1cccc(OC)c1	i	6%	3%	-1%	32%	-1%	-8%	2%	0
8	COc1ccc(C(=O)NCC(=O)NC2=NCCS2)cc1	i	5%	-10%	7%	0%	0%	-1%	-1%	15
9	CCC(C)NC(=O)Nc1ccccc1C (stereo not drawn)	i	0%	-11%	12%	2%	25%	1%	2%	40
10	O=C(O)c1cccc(-c2csc(C(O)c3ccccc3)n2)c1 (stereo not drawn)	i	0%	nt	20%	4%	2%	4%	nt	11
11	COCC(C)n1c(SCC(=O)N2CCCCC2)nc2ccccc2c1=O (stereo not drawn)	i	10%	20%	0%	-13%	-3%	0%	30%	-18
12	CC(C)Nc1nc(Cl)nc(Nc2ccccc2)n1	i	-6%	0%	-6%	-6%	-2%	42%[activator]	-3%	-24
13	Cc1ccc(N2C(=O)NC(NS(=O)(=O)c3ccc(C)cc3)(C(F)(F)F)C2=O)cc1 (stereo not drawn)	i	0%	-8%	2%	3%	1%	-7%	5%	-13
14	CCc1ccc2[nH]c(=O)c(CN(Cc3ccccc3OC)C(=O)Nc3ccccc3OC)cc2c1	i	?	7%	-16%	-16%	1%[9.24 µM]	-17%	?	-60*
15	Cn1c(=O)c2[nH]c(=S)n(Cc3ccccc3)c2n(C)c1=O	i	9%	3%	3%	17%	0%	14%	5%	0
16	CCCCc1cc(=O)oc2cc(OCC(=O)N3CCOCC3)ccc12	i	-3%	-25%	-7%	-7%	-2%	-17%	-9%	12
17	CC(C)CNS(=O)(=O)c1ccc(S(=O)(=O)N2CCC3(CC2)OCCO3)cc1	?	-2%	0.18µM*	0%	15µM*	-4%	-3%	-57%[inhibitor]	0
18	CCc1cc(C(=O)N2CCN(c3ccccc3OC)CC2)sc1C	i	-7%	?	?	-24%	?	4%	?	-14
19	Cc1cc(N2CCN(c3ccccn3)CC2)n2nc(C)nc2n1	i	0%	0%	2%	0%	7%	5%	12%	-9
20	COc1ccc(NC(=O)C(c2ccc(OC)cc2)n2c(=O)c(-c3ccco3)nc3ccccc32)cc1 (stereo not drawn)	nt	-15%	nt	-22%	?	-14%	nt	nt	-9

# Next part
item	SMILES	S2 tox	KB-3-1 cytotox	SW480 rerep	HT1080 IDH1KD tx	KB-V1 cytotox	HT1080NT lethal	ATXN2 expr inh	MCF10A rerep	IL-1B inflam inh
21	C=C1CCN([C@@H](Cc2ccccc2)C(=O)NCCCc2ccccc2)S(=O)(=O)c2ccccc21	i	?	0%	-8%	-7%	-9%	-11%	1%	4
22	COC(=O)c1cc(OC)c(OC)cc1NC(=O)CN1C(=O)c2ccccc2C1=O	i	4%	-8%	-8%	3%	7%	-1%	?	18
23	COC(CNC(=S)Nc1ccc([N+](=O)[O-])cc1)OC	i	8%	0%	0%	?	2%	25%	2%	38
24	O=C(CN1CCN(c2ccccc2F)CC1)c1ccc(O)c(O)c1	?	?	27%	-24%	-26%	-3%	10%	6%	80
25	COc1ccccc1N1CCN(C(CNC(=O)C(=O)NCCCN(C)C)c2cccnc2)CC1 (stereo not drawn)	i	3%	nt	nt	3%	nt	6%	nt	nt
26	CCOc1ncccc1C(=O)OCC(=O)c1c[nH]c2ccccc12	i	1%	3%	4%	?	5%[9.24 µM]	9%	2%	27
27	CC(C)CCN1CCN(Cc2nc3ccccc3s2)CC1CCO (stereo not drawn)	i	-3%	-16%	-2%	?	-13%	nt	?	12
28	O=C(CSc1nc2c(cnn2-c2ccccc2)c(=O)[nH]1)N1CCOCC1	i	-5%	-10%	8%	9%	4%	2%	-1%	0
29	COc1ccc(-c2nc(SC(C)C(=O)NCC3CCCO3)n[nH]2)cc1 (stereo not drawn)	?	?	16µM*	?	-5%	?	-19%	13µM*	38
30	Fc1cccc(Nc2c3c(nc4ccccc24)CCC3)c1	?	?	-1%	-9%	?	-6%	?	6%	?
31	CS(=O)(=O)N1CCN(c2ccccc2NC(=O)c2cccs2)CC1	i	5%	3%	-3%	-24%	-2%	-9%	-3%	-7
32	CC(=O)C1(O)Cc2c(O)c3c(c(O)c2C(OC2CC(N)C(O)C(C)O2)C1)C(=O)c1c(O)cccc1C3=O (stereo not drawn)	nt	0.58µM*	?	nt	?	nt	nt	2%	nt
33	O=C(NCC1CCCO1)C1CCCN(S(=O)(=O)c2cccc(C(F)(F)F)c2)C1 (stereo not drawn)	i	-4%	-1%	7%	-17%	15%	23%	14%	4
34	COCOCCn1cc(CN2CCS(=O)(=O)N(Cc3ccc(-c4ccc(Cl)cc4)cc3)C(C(C)C)C2=O)nn1 (stereo not drawn)	i	16%	nt	-1%	0%	-13%	-1%	nt	46
35	CCc1nc2nc(C)c(NS(=O)(=O)c3ccc(C4CCCCC4)cc3)c(=O)n2[nH]1	i	-4%	-13%	-1%	-1%	0%	-3%	6%	20
36	CSc1sc(-c2ccnc(SCCS(C)(=O)=O)n2)c(-c2ccccc2)c1C#N	i	-14%	-3%	-10%	-17%	-15%	-13%	15%	66
37	C/C(=N/NC(=O)CNC(=O)c1ccccc1)c1ccc(C)cc1	i	1%	-13%	10%	0%	4%	0%[11.3 µM]	-4%	-19
38	COc1cccc(OCC(=O)NNC(=O)c2cnccn2)c1	i	10%	-7%	2%	-5%	2%	-4%	1%	12
39	O=C(O)c1cc(O)c2c(c1)C(=O)c1cc(O)cc(O)c1C2=O	?	-3%	-2%	-17%	10%	-5%	-26%	-4%	-24
40	O=C(COc1ccc(Cl)cc1)Nc1nc(-c2ccc(S(=O)(=O)N3CCOCC3)cc2)cs1	i	0%	-8%	-17%	-29%	?	?	15%	-9

# Continued.
item	SMILES	S2 tox	KB-3-1 cytotox	SW480 rerep	HT1080 IDH1KD tx	KB-V1 cytotox	HT1080NT lethal	ATXN2 expr inh	MCF10A rerep	IL-1B inflam inh
41	O=C(COC(=O)CSc1ccc([N+](=O)[O-])cc1)NCC1CCCO1 (stereo not drawn)	i	14%	-16%	15%	25%	16%	-3%	-7%	0
42	COC(=O)c1c(C)oc2ccc(N(C(=O)c3ccncc3)S(=O)(=O)c3ccc(Br)cc3)cc12	?	0%	nt	nt	-16%	nt	0%	nt	nt
43	CC(=Nc1ccccc1)c1sc2ccccc2c1O	i	-24%	12%	1%	21µM*	-5%	78%[activator]	?	-2
44	O=S1(=O)CC(N2CCC(Cc3ccccc3)CC2)CN1C1CCCC1 (stereo not drawn)	i	0%	nt	0%	14%	-1%	10%	nt	14
45	O=C(Nc1cccc2cccnc12)C1CCCC1	i	16%	-4%	12%	0%	9%	-9%	-5%	1
46	Nc1c(-c2ccc(F)c(F)c2)nc2ncccn12	nt	7%	nt	17%	-7%	12%	nt	nt	-6
47	COC(=O)[C@@]1(Cc2ccccc2)[C@H]2C(=O)N(C)C(=O)[C@H]2[C@H]2CN=C(SCC3CC3)N21	i	4%	?	-1%	-28%	-1%	-9%	1%	-5
48	O=C(Cn1cc(S(=O)(=O)N2CCN(c3ccccc3F)CC2)c2ccccc2c1=O)Nc1ccc(F)cc1Cl	i	1%	nt	nt	-12%	nt	0%	nt	nt
49	Cn1c(SCC(=O)Nc2ccc(Cl)cc2)nc(O)cc1=O	i	1%	?	8%	8%	5%	-2%	-2%	-16
50	CC12CN3CC(C)(CN(C1)C3c1ccc(Br)cc1)C2=O (stereo not drawn)	?	3%	-4%[9.22 µM]	3%	-7%	5%	5%	3%	7
51	O=C(Nc1cccc(S(=O)(=O)NC2=NCCCCC2)c1)c1cc(-c2ccc(Cl)cc2)nc2ccccc12	i	1%	3%	0%	0%	4%	15%	15%	-23
52	Cn1c(=O)c2c(ncn2CC(=O)N2CCN(c3cccc(Cl)c3)CC2)n(C)c1=O	i	-4%	-5%	6%	-28%	-11%	0%	2%	-20
53	CCCNC(=O)C1(C)CCCN(Cc2ccc(-c3ccccc3)cc2)C1 (stereo not drawn)	?	-1%	nt	?	0%	?	-16%	nt	?
54	O=C(N/N=C/c1ccc(Br)o1)c1cc([N+](=O)[O-])cc([N+](=O)[O-])c1	i	0%	5%	-2%	?	0%	nt	1%	0
55	c1ccc(Nc2nc(NCCN3CCOCC3)nc(Nc3ccccc3)n2)cc1	i	-2%	?	?	-13%	?	9%	?	-7
56	CC(=O)NS(=O)(=O)c1ccc(NC(=O)C2C3C=CC(C3)C2C(=O)O)cc1 (stereo not drawn)	i	12%	-17%	15%	?	15%	-5%	1%	6
57	O=C(COC(=O)CNS(=O)(=O)c1c(F)cccc1F)NC(=O)NC1CCCCC1	i	?	-21%	0%	20%	18%	7%	-3%	-11

# Reprinted at random: 2 records from the list, in no set order.
item	SMILES	S2 tox	KB-3-1 cytotox	SW480 rerep	HT1080 IDH1KD tx	KB-V1 cytotox	HT1080NT lethal	ATXN2 expr inh	MCF10A rerep	IL-1B inflam inh
52	Cn1c(=O)c2c(ncn2CC(=O)N2CCN(c3cccc(Cl)c3)CC2)n(C)c1=O	i	-4%	-5%	6%	-28%	-11%	0%	2%	-20
43	CC(=Nc1ccccc1)c1sc2ccccc2c1O	i	-24%	12%	1%	21µM*	-5%	78%[activator]	?	-2
